Bioassay records: PubChem BioAssay, NMMLSC
Avidin fluor: compound fluoresces at 488/530 nm on avidin beads; fluorescence (KMESF) at 10 µM; compound fluorescence 488/530 nm, flow cytometry; stronger effect = higher value; 220,000 compounds, 0.38% hits; in the data active = fluorescence above about 47; note: inactives centre near 10
RGS7-Gao reg: modulates binding of RGS7 to human Galphao. P09471. Multiplexed bead flow cytometry; actives lie on both sides. binding response (% of control), % at 10 µM. 220,000 compounds, 0.35% hits. AID 1439; in the data active = binding response below about 49% or above about 150%; inconclusive = no clear call, values can overlap the other calls; inactive = in between;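 note: fluorescent Galphao held in activated GDP-AlF4 state binding bead-coupled RGS7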
GSH bead fluor: compound fluoresces at 488/530 nm on GSH beads. fluorescence (KMESF) at 10 µM. GSH beads flow cytometry, compound fluorescence 488/530 nm; stronger effect = higher value. 190,000 compounds, 0.25% hits; in the data active = fluorescence above about 89;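 note: glutathione beads carrying GST-tagged Bcl family fusion proteins plus one bare bead set; values are compound well signal with DMSO vehicle wells as background; inactives centre near 16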
Bcl-2 Bim block: inhibitors of Bim-Bcl-2 interaction, human | AID 950 | inhibition, % at 10 µM | 190,000 compounds, 0.06% hits | P10415 | Bead-based flow cytometry, Bim peptide-Bcl-2 binding; in the data active = inhibition above about 40%; inconclusive = no clear call, values can overlap the other calls;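 note: 0% = no compound wells with probe peptide and 100% = reference peptide inhibitor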
Target sequence (P10415 whole entry, looked up): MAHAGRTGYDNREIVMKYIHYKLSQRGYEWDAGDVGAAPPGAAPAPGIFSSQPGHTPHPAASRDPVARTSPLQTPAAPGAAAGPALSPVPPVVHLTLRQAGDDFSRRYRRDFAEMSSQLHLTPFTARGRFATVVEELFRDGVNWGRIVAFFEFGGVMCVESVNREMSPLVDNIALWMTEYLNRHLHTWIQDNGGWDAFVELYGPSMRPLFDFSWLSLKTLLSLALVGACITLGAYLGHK
Bfl-1 Bim block: human Bim-Bfl-1 interaction inhibition | Q16548 | inhibition, % at 10 µM | AID 1008 | 190,000 compounds, 0.12% hits | Bead-based flow cytometry, Bim-Bfl-1 binding inhibition;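 note: 0% = wells without compound plus tracer and 100% = blocker peptide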
ABCB1 block: human ABCB1 inhibition, ABCG2 as counter-screen. P08183. CCRF-Adr cells, JC-1 efflux, flow cytometry. inhibition, % at 6.6 µM. 190,000 compounds, 0.067% hits. AID 1326; in the data active = inhibition above about 40%;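 note: 0% = vehicle and 100% = reference inhibitor; higher value means more JC-1 retained so stronger ABCB1 efflux block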
ABCG2 inh: inhibitors of human ABCG2 transporter, ABCB1 counter-screen; Q9UNQ0; IgMXP3 cells, JC-1 efflux, flow cytometry; inhibition, % at 6.6 µM; 190,000 compounds, 0.1% hits; AID 1325;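 active = inhibition above 80%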;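 note: 0% = DMSO and 100% = nicardipine control wells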
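Test system: IgMXP3 (ABCG2) plus far-red-tagged CCRF-Adr (ABCB1) cells / Amount: 3 million cells/mL in well / Reagent: JC-1 transporter substrate / Timing: 10 min compound exposure, 25 °C / Signal: flow cytometry, 530 nm JC-1 signal / Read-out: percent efflux inhibition, scaled nicardipine 100% to DMSO 0% / Benchmarks: nicardipine as high control, DMSO as low control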
Bim-Bcl-B: inhibitors of Bim-Bcl-B interaction, human. bead-based flow cytometry, Bim peptide-Bcl-B binding. inhibition, % at 10 µM. 190,000 compounds, 0.073% hits;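 note: 0% = tracer peptide without compound and 100% = reference inhibitor peptide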
Target sequence (Q9HD36 whole entry, looked up): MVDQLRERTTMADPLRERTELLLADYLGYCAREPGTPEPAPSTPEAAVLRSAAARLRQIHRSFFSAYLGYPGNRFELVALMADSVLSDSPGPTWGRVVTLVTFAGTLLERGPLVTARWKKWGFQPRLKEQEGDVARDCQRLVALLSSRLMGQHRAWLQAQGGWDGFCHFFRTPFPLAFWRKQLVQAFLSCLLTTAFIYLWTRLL
Bcl-W Bim block: human Bim-Bcl-W interaction inhibition | Q92843 | bead-based flow cytometry, Bim peptide-Bcl-W binding | inhibition, % at 10 µM | 190,000 compounds, 0.02% hits | AID 952;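 note: 0% = bound tracer without compound and 100% = peptide blocker; higher means less fluorescent Bim peptide bound to Bcl-W beads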
Target sequence (Q92843 whole entry, looked up): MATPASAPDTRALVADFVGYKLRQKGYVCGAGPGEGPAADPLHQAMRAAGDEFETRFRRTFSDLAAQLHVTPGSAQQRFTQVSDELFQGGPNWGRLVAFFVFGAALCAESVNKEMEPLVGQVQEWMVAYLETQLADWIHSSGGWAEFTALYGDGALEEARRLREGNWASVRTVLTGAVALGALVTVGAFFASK
Bcl-XL Bim block: human Bim-Bcl-XL interaction inhibition; Q07817; 190,000 compounds, 0.04% hits; Bim peptide-Bcl-XL binding, bead flow cytometry, fluorescence; AID 1007; inhibition, % at 10 µM
RGS4-Gao reg: human RGS4-Galphao interaction regulation; Multiplexed bead flow cytometry, RGS4-Galphao binding; actives lie on both sides; binding response (% of control), % at 10 µM; AID 1415; 220,000 compounds, 0.33% hits; P09471; in the data active = binding response below about 49% or above about 150%; inactive = in between;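 note: fluorescent Galphao activated with aluminum fluoride binding bead-coupled RGS4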
The depositor's hits bear a star; ? = inconclusive. Cut-off read from the data, not from the text of the source, unless noted: active = inhibition above about 40%.

Letters – A = Avidin fluor; B = RGS7-Gao reg; C = GSH bead fluor; D = Bcl-2 Bim block; E = Bfl-1 Bim block; F = ABCB1 block; G = ABCG2 inh; H = Bim-Bcl-B; I = Bcl-W Bim block; J = Bcl-XL Bim block; K = RGS4-Gao reg
1) CCOCC(O)CSCc1ccc(Cl)cc1 (stereo not given)
  A = 34 | B = 103 | C = 10 | D = -1 | E = -2 | F = -0.6 | G = -2 | H = -1 | I = 1 | J = -1 | K = 101

2) COCCCNCCCOc1ccc(C)cc1Br
  A = 10 | B = 103 | C = 7 | D = 4 | E = 9 | F = 0.0 | G = -1 | H = 3 | I = 0 | J = 0 | K = 100

3) Cc1cnc(NC(=O)CSc2nnc(Cc3ccccc3)n2C)s1
  A = 10 | B = 101 | C = 12 | D = -8 | E = -11 | F = 0.6 | G = 6 | H = -6 | I = 2 | J = -2 | K = 102

4) Cn1cccc1Cc1nnc(SCC(=O)NCc2ccc3c(c2)OCO3)n1CCc1ccccc1
  A = 11 | B = 104 | C = 23 | D = 0 | E = -3 | F = 0.6 | G = 2 | H = 0 | I = 0 | J = -4 | K = 98

5) CCOC(=O)Cc1ccc(NC(=O)c2ccccc2Br)cc1
  A = 9 | B = ? | C = 14 | D = -1 | E = -2 | F = 0.7 | G = 11 | H = 0 | I = 0 | J = 0 | K = 101

6) O=C(CSc1ccc(-c2cccnc2)nn1)N1CCCc2ccccc21
  A = 20 | B = 103 | C = 25 | D = 3 | E = 5 | F = 1.8 | G = 9 | H = 0 | I = 1 | J = 0 | K = 99

7) CC(/C=N/n1c(C2CCCCC2)n[nH]c1=S)=C\c1ccccc1
  A = 9 | B = 106 | C = 29 | D = -9 | E = -7 | F = -0.2 | G = -1 | H = -19 | I = -5 | J = -10 | K = 99

8) CCNc1nc(OC)nc(SCC(=O)Nc2ccccc2)n1
  A = 9 | B = ? | C = 20 | D = 0 | E = -4 | F = 0.3 | G = 7 | H = -3 | I = 0 | J = -3 | K = 95

9) O=C(Nc1cccc(C(F)(F)F)c1)c1cc2c(s1)-c1ccccc1OC2
  A = 12 | B = 99 | C = 22 | D = -6 | E = -3 | F = -4.9 | G = -11 | H = -12 | I = -4 | J = -9 | K = 103

10) CCC[C@@H]1C[C@@]1(CCC)[C@@H](NP(=O)(c1ccccc1)c1ccccc1)c1ccc(C(=O)OC)cc1
  A = 12 | B = 102 | C = 18 | D = -1 | E = 0 | F = 4.3 | G = 4 | H = 0 | I = 2 | J = 0 | K = 101

11) CCOc1nc(S(=O)(=O)c2ccc(C)cc2)c(Cl)s1
  A = 34 | B = 96 | C = 14 | D = 0 | E = 1 | F = 0.3 | G = 4 | H = -4 | I = -2 | J = -1 | K = 97

12) Cc1ccc(C(=O)C(C)OC(=O)c2cc3cc([N+](=O)[O-])ccc3oc2=O)cc1 (stereo not given)
  A = 13 | B = 98 | C = 15 | D = -1 | E = 1 | F = 0.3 | G = 1 | H = -3 | I = -2 | J = -4 | K = 97

13) NS(=O)(=O)c1ccc(CCNC(=O)COC(=O)/C=C/c2ccc(Cl)cc2)cc1
  A = 9 | B = 102 | C = 15 | D = -3 | E = -2 | F = -1.9 | G = 7 | H = -2 | I = 0 | J = 0 | K = 106

14) O=C1OC(c2ccc(Cl)cc2)=N/C1=C\c1cccnc1
  A = 17 | B = 110 | C = 17 | D = -1 | E = 3 | F = 0.2 | G = 1 | H = -6 | I = -9 | J = -3 | K = 107

15) CCOC(=O)C1CCCN(C(=O)CSCc2ccccc2)C1 (stereo not given)
  A = 36 | B = 104 | C = 13 | D = 1 | E = 0 | F = -0.1 | G = 0 | H = -2 | I = -2 | J = 1 | K = 103

Compound profiles, as listed above:
Record of O=C(Nc1cccc(C(F)(F)F)c1)c1cc2c(s1)-c1ccccc1OC2 → Avidin fluor = 12; RGS7-Gao reg = 99; GSH bead fluor = 22; Bcl-2 Bim block = -6; Bfl-1 Bim block = -3; ABCB1 block = -4.9; ABCG2 inh = -11; Bim-Bcl-B = -12; Bcl-W Bim block = -4; Bcl-XL Bim block = -9; RGS4-Gao reg = 103
Record of COCCCNCCCOc1ccc(C)cc1Br → Avidin fluor = 10; RGS7-Gao reg = 103; GSH bead fluor = 7; Bcl-2 Bim block = 4; Bfl-1 Bim block = 9; ABCB1 block = 0.0; ABCG2 inh = -1; Bim-Bcl-B = 3; Bcl-W Bim block = 0; Bcl-XL Bim block = 0; RGS4-Gao reg = 100

Next records.
Letters – A = Avidin fluor; B = RGS7-Gao reg; C = GSH bead fluor; D = Bcl-2 Bim block; E = Bfl-1 Bim block; F = ABCB1 block; G = ABCG2 inh; H = Bim-Bcl-B; I = Bcl-W Bim block; J = Bcl-XL Bim block; K = RGS4-Gao reg
16) COc1ccc2sc3c(=O)[nH]c4ccccc4c3c2c1
  A = 14 | B = 95 | C = 20 | D = 2 | E = 0 | F = 0.2 | G = 0 | H = 2 | I = -1 | J = 3 | K = 95

17) Cc1nn(-c2ccccc2)c(C)c1/C=C/C(=O)OC(C)C(=O)Nc1ncc(Cl)cc1Cl (stereo not given)
  A = 10 | B = 95 | C = 12 | D = -12 | E = -15 | F = 4.3 | G = 20 | H = -14 | I = -6 | J = -10 | K = 97

18) Cc1cc(NC(=O)COn2nnc3ccc(Cl)cc32)no1
  A = 10 | B = 100 | C = 10 | D = -13 | E = -15 | F = -0.1 | G = 1 | H = -11 | I = 0 | J = -5 | K = 102

19) NC(=O)C1CCN(CCC(=O)Nc2ccc(Br)cc2)CC1
  A = 25 | B = 100 | C = 10 | D = -1 | E = -2 | F = 0.9 | G = 3 | H = -2 | I = 0 | J = 1 | K = 101

20) CC(C)(CO)NCc1cc(Br)ccc1OCc1ccccc1
  A = 7 | B = 105 | C = 15 | D = -4 | E = -11 | F = 0.1 | G = 0 | H = -3 | I = 0 | J = -4 | K = 106

21) Cn1c(CNc2ccccn2)c(C#N)c2ccccc21
  A = 6 | B = 102 | C = 36 | D = -9 | E = -8 | F = 0.3 | G = 5 | H = -12 | I = -3 | J = -3 | K = 100

22) CCOc1ccc(/C=C/C(=O)c2c(O)c3ccccc3oc2=O)cc1
  A = 5 | B = 98 | C = 25 | D = -5 | E = -12 | F = 0.1 | G = 1 | H = -7 | I = -1 | J = -7 | K = 102

23) CC(=O)NNc1ncnc2ccccc12
  A = 5 | B = 99 | C = 15 | D = -5 | E = -8 | F = 0.7 | G = 24 | H = -10 | I = -6 | J = -5 | K = 97

Reformatted: three of the compounds above.
# | molecule | Avidin fluor | RGS7-Gao reg | GSH bead fluor | Bcl-2 Bim block | Bfl-1 Bim block | ABCB1 block | ABCG2 inh | Bim-Bcl-B | Bcl-W Bim block | Bcl-XL Bim block | RGS4-Gao reg
17 | Cc1nn(-c2ccccc2)c(C)c1/C=C/C(=O)OC(C)C(=O)Nc1ncc(Cl)cc1Cl (stereo not given) | 10 | 95 | 12 | -12 | -15 | 4.3 | 20 | -14 | -6 | -10 | 97
18 | Cc1cc(NC(=O)COn2nnc3ccc(Cl)cc32)no1 | 10 | 100 | 10 | -13 | -15 | -0.1 | 1 | -11 | 0 | -5 | 102
19 | NC(=O)C1CCN(CCC(=O)Nc2ccc(Br)cc2)CC1 | 25 | 100 | 10 | -1 | -2 | 0.9 | 3 | -2 | 0 | 1 | 101
